Screening data (PubChem BioAssay)
PhoP inhibition: PhoP-dependent GFP reporter repression – Salmonella Typhimurium, primary screen (AID 1863) | S. Typhimurium PhoP-regulated promoter GFP reporter, 4 h; higher % means a stronger effect | 300,000 compounds, 0.16% hits | inhibition, % at 50 µM, or IC50 in µM where a hit was titrated;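 active means inhibition over 29.93%, a cutoff 3 SD above the screen mean, later confirmed by dose response; inconclusive means inhibition over 29.93% but no dose response follow-up; inactive means inhibition at most 29.93% or unconfirmed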;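 further: 0% = low Mg2+ inducing control and 100% = high Mg2+ repressing control; strong numbers were not always called active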
SV40 large T antigen: TAg ATPase/helicase activity blockers – biochemical (AID 1903); one-dose inhibition, % at 20 µM; IC50 in µM for titrated hits; SV40 large T antigen ATPase/helicase inhibition assay; higher % means a stronger effect; 310,000 compounds, 0.39% hits; in the data active means a potency from the dose series; inconclusive means inhibition mostly from about 32% at the one dose, without a potency; inactive means the rest, 99 in 100 with inhibition below about 32%; further: strong numbers were not always called active
RSV antiviral HEp-2: RSV antiviral activity via CPE protection, HEp-2 cells, primary 10 µM value included (AID 2391). HEp-2 cells, RSV-induced CPE inhibition; higher % means a stronger effect. one-dose CPE inhibition, % at 10 µM; IC50 in µM for titrated hits. 310,000 compounds, 0.13% hits; in the data active means a potency from the dose series; inconclusive means CPE inhibition mostly from about 23% at the one dose, without a potency; inactive means the rest, 99 in 100 with CPE inhibition below about 21%; further: strong numbers were not always called active
NTR1 ag: agonists of NTR1, primary screen, imaging, U2OS cells, beta-arrestin-GFP, high content (AID 493036) | P30989 | NTR1-U2OS beta-arrestin-GFP spot imaging, agonist mode | activation, % at 20 µM | 330,000 compounds, 0.17% hits;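 active means activation at or above 40% of the spot to cytoplasm intensity ratio, with at least 20 cells analyzed; inconclusive means wells under 20 cells, flagged as cytotoxic or low count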;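 further: 0% = DMSO without peptide and 100% = 100 nM NTR1 peptide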
Target sequence (P30989 whole entry, looked up): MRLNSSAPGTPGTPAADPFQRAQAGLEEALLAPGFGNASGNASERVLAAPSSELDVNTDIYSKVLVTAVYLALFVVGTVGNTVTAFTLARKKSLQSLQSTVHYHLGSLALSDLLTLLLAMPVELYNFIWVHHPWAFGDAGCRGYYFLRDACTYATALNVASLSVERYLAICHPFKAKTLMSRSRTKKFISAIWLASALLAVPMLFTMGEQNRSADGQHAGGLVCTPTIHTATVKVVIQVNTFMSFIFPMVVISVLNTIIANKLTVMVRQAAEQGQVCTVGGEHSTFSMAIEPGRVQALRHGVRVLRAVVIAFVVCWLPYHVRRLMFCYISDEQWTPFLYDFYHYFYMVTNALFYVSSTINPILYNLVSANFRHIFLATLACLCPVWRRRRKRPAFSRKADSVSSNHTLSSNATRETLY
Rac1 GTP hydrolysis: MgcRacGAP GTPase-activating activity inhibitors, confirmation, biochemical, ADP Hunter fluorescence. one-dose inhibition, % at 30 µM; IC50 in µM for titrated hits. MgcRacGAP-stimulated Rac1 GTP hydrolysis, ADP Hunter fluorescence; higher % means a stronger effect; GST-tagged Rac1 F28L mutant substrate. 340,000 compounds, 0.6% hits. AID 624330;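 active means first-screen hits whose inhibition reached a set limit at any dose in the follow-up dose series; inconclusive means inhibition above the set first-screen limit but never retested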;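 further: fluorescence reports GDP produced by GAP-driven GTP hydrolysis; strong numbers were not always called active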
T cell HTS: T cell immune modulators affecting CD8 T cell-vesicle binding. 330,000 compounds, 0.068% hits. calls only at 7 µM. AID 2052. 2C CD8+ T cell-vesicle binding, flow cytometry; active compounds read low;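 active means response, share of CD8 T cells binding vesicles, and their 90th percentile fluorescence all below set limits, cut at about 80% in these data, passing the limit was not always enough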
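Assay system – 2C mouse CD8+ T cells · Also added – QL9-loaded Drosophila micro-vesicles · Timing – Cell–vesicle co-incubation 1.5 h at 37 °C, staining 20 min on ice · Signal – flow cytometry of vesicle-bound cells · Measure – percent CD8+ FL2 mean versus row control · Controls – Peptide-free naked vesicles (low) and QL9 vesicles with 0.7% DMSO vehicle (high)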
K1F lysis inhibition: protection from phage-mediated lysis, alamar blue read-out – E. coli UTI89, K1F phage, bacterial capsule biogenesis inhibitors (AID 488966); E. coli UTI89 K1F phage lysis, alamar blue, 2 h; higher % means a stronger effect; inhibition, % at 100 µM, or IC50 in µM where a hit was titrated; 340,000 compounds, 0.02% hits;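 active means phage lysis inhibition, versus mean bacterial control, above a set limit; inconclusive means no clear call, values can overlap the other calls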;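 further: capsule biogenesis inhibitors block K1F phage lysis so surviving cells raise fluorescence; higher fluorescence means more inhibition of phage lysis; actives were called in the ten point dose series up to 300 µM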
Myeloid diff MLP: compounds promoting myeloid differentiation. calls only at 10 µM. ER-HoxA9 myeloid progenitors, lysozyme-GFP differentiation, flow cytometry. 360,000 compounds, 1% hits;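 active means normalized GFP-positive differentiation at or above the plate's own cutoff, the solvent-only control mean plus 3 SD; inconclusive means no clear call, values can overlap the other calls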;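 further: cells exposed to compound for four days before flow analysis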
TNAP activation fold: human TNAP enzyme activators, primary screen, biochemical, luminescent, no phosphate acceptor, uHTS (AID 1001). purified TNAP, luminescent activation assay, no phosphate acceptor; higher activation fold means a stronger effect. activation fold at 20 µM, or EC50 in µM where a hit was titrated. 200,000 compounds, 0.03% hits; in the data active means activation fold from about 3, or a potency from the dose series; inactive means the rest, 99 in 100 with activation fold below about 1.6; further: many of its hits are not listed in these tables
T cell HTS vesicle-bound %: further read-out of T cell HTS, marked with its call; double positive events, %; measured here: CD8+ vesicle-bound cell fraction;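 binding gate set so that unloaded-vesicle control wells show 10% double positive cells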
NTR1 ag cell count 20 µM: second read-out of NTR1 ag, no call of its own (marks repeat the call); cell count; measured here: cell count, cytotoxicity flag
Myeloid diff MLP GFP+ MAC1+ %: second read-out of Myeloid diff MLP, no call of its own (marks repeat the call); GFP+ MAC1+ double positive, %; measured here: differentiation confirmed by MAC1 staining
The depositor's hits bear a star; i = inactive; u = inconclusive; x = no result given; + = active, no number; [ ] = another dose, or the depositor's remark. Rows are unselected (roughly 2.3% active in at least one column).

SMILES	PhoP inhibition	SV40 large T antigen	RSV antiviral HEp-2	NTR1 ag	NTR1 ag cell count 20 µM	Rac1 GTP hydrolysis	T cell HTS	T cell HTS vesicle-bound %	K1F lysis inhibition	Myeloid diff MLP	Myeloid diff MLP GFP+ MAC1+ %	TNAP activation fold
NNC(=O)c1sc(-c2ccccc2)cc1N	-1%	12%	1.6%	0.4	42	9%	i	42	0.0%	i	0.9	1.2
O=C(CSc1nnc(COc2ccc(F)cc2)o1)N1CCCCC1	-4%	9%	0.2%	0.9	47	0%	i	18	0.1%	i	6.9	x
Cc1ccc(NC(=O)NCc2c(C)nn(C)c2C)cc1Cl	-4%	9%	21%	0.0	54	5%	i	15	0.1%	i	1.3	1.1
CC(=O)Nc1ccc(C(=O)OCC(=O)N(Cc2ccccc2)C(C)(C)C)cc1	7%	2%	1.9%	0.8	76	4%	i	40	0.0%	i	0.6	1.1
CCOC(=O)C1=C(C)N(C)C(=O)C1CC(=O)O (centres undefined)	0%	0%	0.2%	-1.2	92	3%	i	52	5.7%	i	0.5	1.1
CN(C)c1ccc(/C=N/NC(=O)c2ccc(-n3cnnn3)cc2)cc1	x	x	-0.4%	0.7	98	-2%	i	13	-0.1%[50 µM]	i	0.5	x
CNC(=O)OC(C)CNS(=O)(=O)c1ccc(C)cc1 (centres undefined)	-4%	13%	2.0%	0.8	44	-1%	i	20	0.5%[50 µM]	i	8.8	1.2
CC(=O)Nc1ccc2c(c1)C(=O)c1ccccc1C2=O	3%	-1%	0.8%	-1.5	65	1%	i	59	0.9%	i	0.9	1
COCCNC(=O)/C(C#N)=C/c1cccc(NC(=O)c2ccccc2Cl)c1	-8%	7%	1.0%	1.2	40	8%	i	28	-0.2%	i	0.6	1.2
CC[n+]1c(/C=C/c2ccc(OC)c(OC)c2)ccc2ccccc21	-7%	8%	-0.3%	0.6	73	11%	i	56	-0.3%	+	4.7*	x
CC(=O)Oc1ccc(C(=O)O)c(OC(C)=O)c1	1%	10%	2.0%	-0.6	52	12%	i	63	1.3%[50 µM]	i	0.2	x
NC(=O)c1nn(CC(=O)Nc2cccc(S(=O)(=O)N3CCCC3)c2)c(=O)c2ccccc12	x	x	0.4%	-1.8	47	-4%	i	39	0.0%[50 µM]	i	0.7	x
O=C(CN1CCN(Cc2ccccc2)CC1)N/N=C\C=C/c1ccco1	-1%	20%	1.3%	-1.0	72	1%	i	27	0.0%	i	0.7	1.2
O=C(COC(=O)c1cc(S(=O)(=O)N2CCCCC2)ccc1N1CCOCC1)c1ccc(Cl)cc1	1%	21%	-0.3%	1.3	60	5%	i	32	0.8%[50 µM]	i	0.5	x
O=C(CSc1nc2ccccc2o1)NC(=O)NCc1ccco1	-2%	4%	0.2%	-1.2	84	3%	i	14	1.8%	i	1.2	1.1
COC(=O)c1c(NC(=O)COC(=O)c2ccc(O)cc2)sc2c1CCCCC2	15%	3%	17%	43*	81*	12%	i	54	0.1%	i	0.1	1
O=C(C[n+]1cc(-c2ccc(Cl)c(Cl)c2)n2c1CCC2)N1c2ccccc2Sc2ccccc21	73µM*	36%	2.5%	0.2	54	2%	i	44	-23%	i	0.4	1.2
COCCCNC(=O)C(=O)Nc1cc2c3c(c1)CCN3C(=O)CC2	-3%	-11%	2.0%	-0.5	48	11%	i	12	0.3%	i	2.8	x
CN(C)S(=O)(=O)c1cc(NC(=O)CN2CCN(c3ccc(O)cc3)CC2)ccc1Cl	0%	u	0.8%	1.2	54	27%	i	48	3.4%	i	0.6	1.1
OCC1(CCOc2ccccc2)CCN(Cc2ccc(OC(F)F)cc2)CC1	0%	9%	10%	0.3	59	-2%	i	60	0.9%	i	1.1	x
CCCCn1nnnc1NCc1ccc(OC)c(OC)c1	6%	6%	0.1%	-1.6	49	6%	i	42	-0.1%	i	5.1	1.1
COc1ccccc1NC(=O)C(C)Sc1nc(-c2ccccc2)cn1N (centres undefined)	x	x	2.1%	1.7	52	0%	i	30	0.1%[50 µM]	i	0.2	x
C=CCN(CC=C)C(=O)CN1C(=O)c2ccccc2C1=O	5%	-2%	1.2%	14	88	-1%	i	37	-0.1%	i	0.7	1.1
c1ccc(CSc2nnnn2-c2cccc3ccccc23)nc1	8%	9%	5.0%	-1.9	65	1%	i	29	0.0%	i	0.9	1.1
COc1ccc(/C=C/C(=O)NCC(c2ccc(F)cc2)N2CCOCC2)cc1OC (centres undefined)	1%	12%	1.4%	1.5	52	-4%	i	38	0.1%	i	0.3	x
SMILES	PhoP inhibition	SV40 large T antigen	RSV antiviral HEp-2	NTR1 ag	NTR1 ag cell count 20 µM	Rac1 GTP hydrolysis	T cell HTS	T cell HTS vesicle-bound %	K1F lysis inhibition	Myeloid diff MLP	Myeloid diff MLP GFP+ MAC1+ %	TNAP activation fold
c1ccc(-n2cc(CN3CCCC3)c(-c3ccc4c(c3)OCO4)n2)cc1	x	x	5.5%	-0.3	52	6%	i	18	0.5%	i	0.0	1.1
COc1cccc(CN2CC(C(=O)NCCN3CCOC3=O)CCC2=O)c1 (centres undefined)	4%	8%	0.8%	0.3	58	-1%	i	20	0.0%	u	x	x
CC(=N/O)/C(C)=N\NC(=O)c1ccccn1	1%	-3%	19%	0.1	28	9%	i	42	0.0%	i	0.1	2.2
CCOC(=O)C1(Cc2ccccc2C(F)(F)F)CCN(C2CCCC2)CC1	-4%	4%	-1.9%	-0.7	41	4%	i	34	0.1%	i	0.1	1
CSc1ccc(CNCCN2CCOCC2)cc1	3%	2%	-1.8%	-2.1	55	8%	i	36	0.2%	i	0.4	1
COCCNc1ccc(-c2nn(C)c(=O)c3ccccc23)cc1[N+](=O)[O-]	-6%	2%	2.5%	0.3	46	2%	i	18	3.7%	i	0.4	x
Cc1ccc(C2=NN(C(=O)CSc3nnnn3C)C(c3ccco3)C2)cc1 (centres undefined)	x	x	1.7%	-0.6	45	3%	i	34	0.2%[50 µM]	i	1.3	x
COc1ccc([N+](=O)[O-])cc1NC(=O)CSCc1ccccc1	0%	5%	5.0%	2.2	72	6%	i	39	1.5%[50 µM]	i	0.0	1.1
O=C(CCl)N(c1ccccc1)C1CCCCC1	17%	9%	-1.4%	1.1	28	1%	i	50	2.0%	u	x	1
CC(C)(C)n1nnnc1C(c1ccc(Cl)cc1)N(Cc1cccnc1)Cc1ccco1 (centres undefined)	-4%	-6%	0.2%	0.4	50	7%	i	48	-0.5%	i	1.3	1.1
CC(C)C(NC(=O)c1ccc2c(c1)OCCO2)c1nc2ccccc2[nH]1 (centres undefined)	-4%	11%	4.0%	-0.4	39	1%	i	17	1.0%	i	4.7	x
C[C@H](CO)N1C[C@H](C)[C@@H](CN(C)S(=O)(=O)c2ccc(F)cc2)Oc2ccc(NC(=O)C3CC3)cc2C1=O	x	x	x	-0.3	69	7%	i	30	5.5%	i	0.8	x
Cc1ccc(C)c(-n2c(Cc3cccs3)n[nH]c2=S)c1	10%	21%	1.8%	0.4	72	-5%	i	42	0.1%	i	0.5	1
CC(C)c1c(C(=O)N/N=C/c2cccs2)nnn1-c1nonc1N	3%	8%	6.7%	0.6	64	9%	i	10	0.2%	i	0.8	x
COCC(=O)Nc1c(C(=O)Nc2ccc3c(c2)OCCO3)oc2ccccc12	1%	0%	5.3%	4.1	51	3%	i	38	0.4%	i	0.5	1
COc1cccc(C(=O)NCC2CCCN(C(=O)c3ccc(C=O)cc3)C2)c1OC (centres undefined)	0%	6%	3.5%	-0.1	64	4%	i	55	-0.1%	i	1.2	x
COC(=O)c1cc(COC(=O)CNC(=O)c2ccc(Br)cc2)oc1C	x	x	x	-1.9	29	1%	i	47	0.6%	i	1.3	x
OCCc1c[nH]c2ccc(OCc3ccccc3)cc12	-3%	13%	1.2%	0.9	71	9%	i	22	-0.9%	i	0.1	x
Cc1ccc(S(=O)(=O)N2CCN(CCC#N)CC2)cc1	2%	12%	3.1%	-2.1	51	13%	i	19	0.1%	i	0.2	1
Fc1ccc(-n2cnnn2)c(F)c1	4%	2%	1.1%	1.9	50	3%	i	10	2.1%	i	2.0	0.9
Cc1ccc(-c2ccc(=O)n(CC(=O)Nc3ccc4c(c3)OCCO4)n2)cc1	x	x	1.6%	3.0	44	5%	i	14	3.1%	i	0.1	1.1

Reprinted from above for reference:
SMILES	PhoP inhibition	SV40 large T antigen	RSV antiviral HEp-2	NTR1 ag	NTR1 ag cell count 20 µM	Rac1 GTP hydrolysis	T cell HTS	T cell HTS vesicle-bound %	K1F lysis inhibition	Myeloid diff MLP	Myeloid diff MLP GFP+ MAC1+ %	TNAP activation fold
c1ccc(-n2cc(CN3CCCC3)c(-c3ccc4c(c3)OCO4)n2)cc1	x	x	5.5%	-0.3	52	6%	i	18	0.5%	i	0.0	1.1
COc1cccc(CN2CC(C(=O)NCCN3CCOC3=O)CCC2=O)c1 (centres undefined)	4%	8%	0.8%	0.3	58	-1%	i	20	0.0%	u	x	x
CC(=N/O)/C(C)=N\NC(=O)c1ccccn1	1%	-3%	19%	0.1	28	9%	i	42	0.0%	i	0.1	2.2
CCOC(=O)C1(Cc2ccccc2C(F)(F)F)CCN(C2CCCC2)CC1	-4%	4%	-1.9%	-0.7	41	4%	i	34	0.1%	i	0.1	1
CSc1ccc(CNCCN2CCOCC2)cc1	3%	2%	-1.8%	-2.1	55	8%	i	36	0.2%	i	0.4	1
